# Siah-1 displacement: Siah-1 peptide-binding antagonists, primary screen, biochemical, fluorescence polarization, rhodamine-plectin, uHTS (AID 1817). displacement, % at 20 µM, or IC50 in µM where a hit was titrated. actives 0.02% (n = 290,000). Siah-1 / rhodamine-plectin peptide fluorescence polarization; higher % means a stronger effect. E3 ubiquitin-protein ligase SIAH1 (Homo sapiens);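 active = displacement of at least 50% at 20 µM, with a fluorescence ratio check between 0.3 and a set limit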;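 also: plate controls were Siah plus tracer with DMSO for no effect and tracer alone without Siah for full effect; strong numbers were not always called active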
# PhoP inhibition: inhibitors of PhoP regulon expression, primary screen, Salmonella Typhimurium, GFP reporter (AID 1863). inhibition, % at 50 µM, or IC50 in µM where a hit was titrated. actives 0.16% (n = 300,000). S. Typhimurium PhoP-regulated promoter GFP reporter, 4 h; higher % means a stronger effect;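 active = inhibition over 29.93%, a cutoff 3 SD above the screen mean, later confirmed by dose response; inconclusive = inhibition over 29.93% but no dose response follow-up; inactive = inhibition at most 29.93% or unconfirmed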;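 also: 0% = low Mg2+ inducing control and 100% = high Mg2+ repressing control; strong numbers were not always called active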
# NOD1 inhibition: NOD1 signaling inhibitors, primary screen, cell-based, luminescence, uHTS (AID 1578); actives 1% (n = 290,000); inhibition, % at 4 µM; hits with a dose series show EC50 in µM; NOD1-driven NF-kB luciferase reporter cells, luminescence; higher % means a stronger effect; in the data active = inhibition mostly above about 36%, no sharp cut-off; inactive = mostly below about 34%;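 also: HEK-293T reporter cells stimulated with the NOD1 agonist gamma-tri-DAP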
# LYP phosphatase: inhibitors of LYP phosphatase, biochemical, fluorescence intensity, uHTS (AID 1779); Tyrosine-protein phosphatase non-receptor type 22 (Homo sapiens); actives 0.054% (n = 290,000); recombinant LYP phosphatase, fluorescence intensity; higher % means a stronger effect; inhibition, % at 11.5 µM, or IC50 in µM where a hit was titrated;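 also: plate controls were vehicle with enzyme for no effect and no enzyme for full effect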
# Myeloid diff MLP: induction of myeloid progenitor differentiation, primary screen, cell-based, flow cytometry, MLPCN library; ER-HoxA9 myeloid progenitors, lysozyme-GFP differentiation; calls only at 10 µM; AID 624256, 2012; actives 1% (n = 360,000);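 active = normalized GFP-positive differentiation at or above the plate's own cutoff, the solvent-only control mean plus 3 SD; inconclusive = no clear call, values can overlap the other calls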;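 also: cells exposed to compound for four days before flow analysis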
# KOR beta-arrestin-1: KOR antagonists, beta-arrestin recruitment, cell-based, luminescence, uHTS (AID 1778); KOR beta-arrestin recruitment, luminescence, antagonist mode; higher % means a stronger effect; inhibition, % at 10 µM; hits with a dose series show IC50 in µM; actives 0.091% (n = 290,000); also: strong numbers were not always called active
# KOR beta-arrestin-2: KOR agonists, beta-arrestin recruitment, primary screen, cell-based, luminescence, uHTS (AID 1777); Kappa-type opioid receptor (Homo sapiens); KOR beta-arrestin recruitment, luminescence; higher % means a stronger effect; one-dose activation, % at 10 µM; EC50 in µM for titrated hits; actives 0.02% (n = 280,000); in the data active = activation above about 50%, passing the limit was not always enough; also: a part of the inactive calls stands beside numbers as strong as those of hits
# NOD2 inhibition: NOD2 signaling inhibitors, cell-based, luminescence, uHTS, HEK293 (AID 1566); HEK293 NOD2/NF-kB luciferase reporter, luminescence; higher % means a stronger effect; inhibition, % at 4 µM, or EC50 in µM where a hit was titrated; actives 0.63% (n = 290,000); also: many of its hits are not listed in these tables
# HIV peptide binding: inhibitors of HIV fusion peptide binding, primary screen, biochemical, uHTS, fluorescence dequenching (AID 1986); inhibition, % at 20 µM; hits with a dose series show IC50 in µM; actives 0.3% (n = 290,000); cell-free peptide binding, fluorescence dequenching, 30 min; higher % means a stronger effect; in the data active = inhibition mostly above about 52%, no sharp cut-off; inactive = mostly below about 76%; also: some results filed as inactive read as strong as hits
# Myeloid diff MLP GFP+ MAC1+ %: also measured in Myeloid diff MLP; calls as there; GFP+ MAC1+ double positive, %; measured here: differentiation confirmed by MAC1 staining
# * marks the source's active call; other numbers are inactive results; i = inactive; ? = inconclusive; . = no result given; & = joins results of further samples; [ ] = remark or other dose. Rule as the data show it, unless noted: active = inhibition above about 50%; inactive = the rest. A portion of the library; count on the stated rates, not on these rows.
# Every second line gives: Siah-1 displacement | PhoP inhibition | NOD1 inhibition | LYP phosphatase | Myeloid diff MLP | Myeloid diff MLP GFP+ MAC1+ % | KOR beta-arrestin-1 | KOR beta-arrestin-2 | NOD2 inhibition | HIV peptide binding
> O=C(NCCc1ccc(Cl)cc1)C1CCCN1C(=O)Nc1ccc(F)cc1 (stereo not given)
 : 2% | -2% | -32% | -8% | i | 0.9 | -4% | 1.8% | -9% | 1.4%
> O=C(CSc1nnc(Cc2ccccc2)o1)N1CCCC1
 : 14% | -8% | -14% | -7% | i | 0.8 | 2% | -1.6% | 15% | 0.4%
> O=c1oc2ccccc2nc1/C=C(\O)c1ccc(Br)cc1
 : -3% | -37% | 2% | -8% | i | 1.4 | -3% | 4.9% | 1% | 16%
> CCOC(=O)c1c(C)[nH]c(C(=O)CN2CCOCC2)c1C
 : 2% | -12% | -14% | 1% | i | 0.4 | 15% | -4.6% | 11% | 0.9%
> COc1ccccc1N1CCN(C(=O)C2CCN(S(=O)(=O)N3CCOCC3)CC2)CC1
 : -1% | 3% | 0% | -11% | . | . | -10% | 1.1% | 11% | -0.2%
> O=C(CN1CCN(c2ccccc2F)CC1)Nc1ccc2c(c1)CCC2
 : 1% | -4% | -22% | 6% | i | 0.1 | 10% | -3.9% | 0% | -1.4%
> O=C(Nc1ncc2c(n1)CC(c1cccc(Cl)c1)CC2=O)c1ccco1 (stereo not given)
 : -2% | -4% | 18% | -5% | i | 1.3 | 4% | 3.7% | 8% | -2.1%
> Cc1cc(=O)oc2cc(OCC(=O)NC3CCCCC3)ccc12
 : -1% | -7% | -65% | -4% | i | 0.4 | -10% | 6.4% | 7% | 1.1%
> Cc1ccc(Nc2c(-c3ccccc3O)nc3cnccn23)cc1
 : -2% | 1% | -20% | 3% | i | 0.1 | -29% | 3.7% | 0% | -1.5%
> CCc1ccc(/C=C2/C(=O)N(c3ccccc3)C(=S)N2CC(=O)OC)s1
 : -6% | 12% | -24% | -3% | i | 0.6 | 5% | 12% | 28% | 0.1%
> CCN(C(=O)CC(C)C)c1nnc(Cn2nnc3ccccc32)s1
 : -5% | 5% | -14% | -2% | i | 0.7 | -18% | 0.2% | 24% | 0.1%
> CCCCCOc1ccc(C(=O)OCC(=O)Nc2cc(C)c(C)cc2[N+](=O)[O-])cc1
 : -8% | 8% | 10% | -6% | i | 0.0 | -2% | 1.7% | 7% | -0.5%
> Cc1ccc(C)c(NS(=O)(=O)c2ccc(OCC(=O)N3CCCC3)cc2)c1
 : -2% | 1% | -6% | -5% | i | 7.3 | -12% | -0.8% | -3% | 0.1%
> CC(C)[C@H](NC(=O)Cc1ccccc1)C(=O)OCc1cc(=O)n2c(n1)sc1ccccc12
 : 6% | -2% | -25% | 11% | i | 1.3 | 16% | -1.7% | -2% | 1.8%
> Cc1ccc(CN2CCNC(=O)C2CC(=O)N(C)Cc2cnccn2)cc1 (stereo not given)
 : 0% | -6% | -19% | -1% | i | 5.9 | -35% | 2.5% | -14% | 3.3%
> CC(CCc1ccccc1)NC(=O)C1CCN(S(=O)(=O)c2cnc[nH]2)CC1 (stereo not given)
 : 2% | -1% | -16% | -5% | i | 1.4 | 14% | -1.2% | 14% | -2.0%
> CCOC(=O)C1C(=O)NC(SCC(=O)OC)=C(C#N)C1c1ccccc1OCC (stereo not given)
 : 4% | -9% | -19% | -2% | i | 6.2 | 22% | 1.3% | -1% | 0.0%
> CN1C(=O)/C(=C2/C=Cc3ccccc3N2CCCS(=O)(=O)O)SC1=S
 : 1% | ? | 12% | -4% | i | 0.4 | 2% | -4.7% | 8% | -6.0%
> O=[N+]([O-])c1ccccc1S(=O)(=O)c1ccccc1
 : 3% | 7% | -3% | -5% | i | 0.7 | -8% | 3.7% | 15% | -2.1%
> CC(=O)Nc1ccc(S(=O)(=O)NCCSCc2ccccc2Cl)cc1
 : 14% | 2% | 37% | -2% | i | 0.3 | -19% | 3.3% | 30% | 0.0%
> COc1ccc(C2C3=C(Nc4ncnn42)c2ccccc2CC3)cc1OC (stereo not given)
 : 15% | 8% | -3% | 2% | . | . | 0% | -1.1% | -9% | 1.9%
> CC1CN(Cc2ccc(Cl)cc2Cl)CC(C)O1 (stereo not given)
 : 7% | -4% | -10% | -14% | i | 1.1 | 4% | -4.8% | 8% | 0.3%
> O=C(Nc1ccc(C(=O)OC2CCCCC2)cc1)c1ccncc1
 : -2% | -5% | 12% | -10% | i | 0.4 | -30% | 4.3% | 61%* | -0.3%
> CCN(C(=O)CN1CCN(c2cccc(Cl)c2)CC1)c1c(N)n(Cc2ccccc2)c(=O)[nH]c1=O
 : -1% | 6% | -31% | -6% | i | 0.2 | -16% | 0.5% | 3% | -1.7%
> Cc1ccc2c(c1)/C(=N/OC(=O)c1ccc(F)cc1)CCS2
 : -6% | -1% | 4% | 2% | i | 1.8 | -34% | -2.0% | 12% | -1.6%
> COc1cccc(NC(=O)CN2CCN(c3ccc(F)cc3)CC2)c1
 : -2% | -3% | 1% | -6% | i | 0.6 | 9% | -3.3% | 14% | 0.4%
> Cc1ccccc1Cn1nc(C)c(NC(=O)C(F)(F)F)c1C
 : 8% | -5% | -8% | -3% | i | 0.7 | 13% | 0.2% | -9% | 2.3%
> COC(=O)NC(NC(=S)Nc1cccc(C)c1)C(Cl)(Cl)Cl (stereo not given)
 : 1% | . | -17% | 7% | i | 0.2 | -17%[20 µM] | . | 6% | 1.4%
> COc1cccc2c(=O)n(CC(=O)N3CCCCC3)ccc12
 : 3% | -2% | -4% | -3% | i | 1.6 | 3% | -2.6% | 10% | 0.5%
> CN(C)S(=O)(=O)c1ccc(C(=O)NCC(C)(C)N2CCOCC2)cc1
 : 2% | 3% | -1% | -7% | i | 0.8 | 6% | 5.9% | 1% | 0.2%

# Ordered by the number under PhoP inhibition (descending): 3 of the compounds above.
canonical_smiles	Siah-1 displacement	PhoP inhibition	NOD1 inhibition	LYP phosphatase	Myeloid diff MLP GFP+ MAC1+ %	KOR beta-arrestin-1	KOR beta-arrestin-2	NOD2 inhibition	HIV peptide binding
CCN(C(=O)CN1CCN(c2cccc(Cl)c2)CC1)c1c(N)n(Cc2ccccc2)c(=O)[nH]c1=O	-1%	6%	-31%	-6%	0.2	-16%	0.5%	3%	-1.7%
O=C(NCCc1ccc(Cl)cc1)C1CCCN1C(=O)Nc1ccc(F)cc1 (stereo not given)	2%	-2%	-32%	-8%	0.9	-4%	1.8%	-9%	1.4%
CC1CN(Cc2ccc(Cl)cc2Cl)CC(C)O1 (stereo not given)	7%	-4%	-10%	-14%	1.1	4%	-4.8%	8%	0.3%

# The main list resumes; the 2 compounds before the break are reprinted first.
# Every second line gives: Siah-1 displacement | PhoP inhibition | NOD1 inhibition | LYP phosphatase | Myeloid diff MLP | Myeloid diff MLP GFP+ MAC1+ % | KOR beta-arrestin-1 | KOR beta-arrestin-2 | NOD2 inhibition | HIV peptide binding
> COc1cccc2c(=O)n(CC(=O)N3CCCCC3)ccc12
 : 3% | -2% | -4% | -3% | i | 1.6 | 3% | -2.6% | 10% | 0.5%
> CN(C)S(=O)(=O)c1ccc(C(=O)NCC(C)(C)N2CCOCC2)cc1
 : 2% | 3% | -1% | -7% | i | 0.8 | 6% | 5.9% | 1% | 0.2%
> O=C1Nc2ccccc2C1=Nc1ccc(-c2nnc3n2CCCCC3)cc1
 : 5% | 1% | -1% | -10% | i | 1.2&1.2 | 21% | -7.6% | -1% | -0.8%
> Cc1ccc2nc(NNC(=O)c3ccc4c(c3)OCCO4)sc2c1
 : -3% | 1% | -8% | -1% | i | 2.0 | -20% | -2.1% | 6% | -0.7%
> CC(C)N1CC(C(=O)Nc2ccccc2)CC1=O (stereo not given)
 : 7% | 5% | -25% | -4% | i | 0.6 | -26% | 0.9% | 10% | -0.9%
> COC(=O)CNc1nc(Cl)nc(Nc2ccc(Cl)cc2)n1
 : 11% | -6% | -26% | -1% | i | 0.6 | -18% | 2.5% | 14% | 1.0%
> COCCCNc1nc(CC(C)C)nc2c1nnn2Cc1ccccc1
 : 4% | 2% | -10% | -4% | i | 0.8 | -23%[20 µM] | 0.9% | 3% | 1.3%
> COc1cccc(NC(=O)NC2CCN(Cc3nnnn3Cc3ccc4c(c3)OCO4)CC2)c1
 : -2% | -2% | -4% | -2% | i | 0.4 | -16% | 5.7% | -8% | -1.3%
> CN(C)CCCN(C(=O)COc1ccc(Cl)cc1)c1nc2c(F)cccc2s1
 : 0% | -1% | -26% | -3% | i | 0.2 | -11% | -0.8% | 2% | 2.9%
> N#C/C(=C/c1ccc(Br)s1)C(=O)NCCc1c[nH]c2ccccc12
 : 5% | -13% | -14% | 3% | i | 1.5 | -24% | 0.6% | -13% | 1.2%
> O=C(c1cccs1)N1CCN(Cc2nc3ccccc3c(=O)[nH]2)CC1
 : 3% | -5% | -16% | -4% | i | 0.5 | -4% | -3.4% | 5% | 0.9%
> CC(C)(C)c1ccc(NC(=O)C2CCCN(c3cnccn3)C2)cc1 (stereo not given)
 : 3% | 1% | 11% | -2% | ? | . | -30% | 0.9% | -20% | -0.1%
> Cc1cc(NCCCN2CCOCC2)n2ncc(-c3ccc(Cl)cc3)c2n1
 : -3% | -3% | -68% | -4% | i | 0.8 | -6% | -1.5% | 0% | 0.6%
> Cc1cccn2c(=O)c3cc(C#N)c(=N)n(Cc4ccncc4)c3nc12
 : 2% | -8% | -18% | -5% | . | . | -19% | -3.0% | 16% | -1.5%
> Cc1cccc(OCC(=O)Nc2ccc(C(=O)Nc3ccccc3C(=O)O)cc2)c1C
 : 2% | -7% | 20% | -5% | i | 0.7 | -37% | 4.5% | 32% | 28µM*
> O=C(NCc1ccccc1Cl)C1CCC(CNc2nc(=S)[nH]c3ccccc23)CC1 (stereo not given)
 : 7% | 0% | -35% | -12% | i | 0.7 | 0% | -1.3% | -38% | 0.5%
> O=C(CSC(=S)N1CCOCC1)Nc1ccc(S(=O)(=O)Nc2ncccn2)cc1
 : -2% | 4% | 1% | -11% | i | 1.1 | -49% | 4.4% | 17% | -0.3%
> C/C(=N/NC(=O)CN(c1ccccc1)S(=O)(=O)c1ccccc1)c1ccccc1O
 : 0% | 3% | 0% | -5% | i | 3.0 | -16% | -1.6% | 28% | 1.5%
> COC(=O)C1CC(=O)N(CCc2c[nH]c3ccccc23)C1 (stereo not given)
 : -6% | -4% | -16% | -8% | i | 0.6 | -38% | 1.0% | -4% | -1.9%
> CC1(C)CC(=O)C(CC(=O)N2CCC(Cc3ccccc3)CC2)C(=O)C1
 : 6% | 0% | -27% | -6% | i | 0.1 | 11% | -3.6% | 8% | -0.5%
> COc1cc(OC)c(OC)cc1CN1CCC(O)CC1
 : 9% | -13% | -7% | -8% | i | 0.9 | 15% | 2.4% | 14% | 0.1%
> CC(C)Oc1ccc(CCC(=O)N/N=C/c2ccc3c(c2)OCO3)cc1
 : -4% | . | 8% | -6% | i | 0.7 | -16% | -3.7% | 10% | -0.4%
> Cc1c(C(Nc2ccccn2)c2ccc(Cl)cc2)c(=O)n(-c2ccccc2)n1C (stereo not given)
 : 0% | 0% | -9% | -2% | i | 0.9 | -46% | 11% | -6% | -0.7%
